Screening data deposited in PubChem by National Center for Advancing Translational Sciences (NCATS).
ATXN2 expr inh: ATXN2 expression inhibition; HEK-293 ATXN2-luciferase reporter, luminescence, 24 h; Potency, µM (series often up to 57 µM), for the others: at the highest dose activity change, negative = inhibition, most hits filed as inhibitors; actives 0.72% (n = 360,000); also: potency is read from the fitted curve at half-maximal effect; % is scaled to controls: 0 for no effect and ±100 for the full control effect; nearly all actives have a fitted effect of over 55% in size
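qHTS (up to 57 uM final) was run with 24 h compound exposure of reporter cells at 37 °C. Each well was multiplexed: SteadyGlo luminescence measured ATXN2-luciferase expression after a fluorogenic Gly-Phe-AFC viability readout (25 uM final).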
IL-2 act: activates IL-2 in a cell-based reporter assay; actives 0.065% (n = 360,000); IL-2 activation reporter assay, cell-based qHTS; stimulated with anti-CD3/CD4/CD28 beads; in transgenic mouse T cells; activation, % (series mostly up to about 46 µM); in the data active = activation above about 50%; inconclusive = mostly about 30% to 49%; also: 0% is about no effect
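Screening format: compound pinned onto unstimulated transgenic mouse T cells, 60 min incubation, then anti-CD3/anti-CD4/anti-CD28 bead stimulation for 18 hours at 37 degrees C, followed by EGFP and DsRed detection.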
HepG2 tox: counter-screen for TGF-b inhibitors: cytotoxicity in HepG2 cells; HepG2 CAGA-GFP viability, ATP luminescence, 18 h; Potency, µM (highest dose often 46.1 µM), for inactives: at the highest dose activity change, negative = cytotoxicity, usual class: cytotoxic; actives 0.76% (n = 410,000); also: potency is read from the fitted curve at half-maximal effect; some results filed as inactive show a strong effect at the top dose
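HepG2 CAGA-GFP cells (1000/well, DMEM with 1% FBS) received compound, then TGF-beta at 500 pg/mL final, and were incubated 18 hours at 37 degrees C. Viability was read by CellTiter-Glo luminescence. Media-only wells were set as complete cell-killing and DMSO as no toxicity.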
EPAC2 agonist: activates human EPAC2 exchange factor. EPAC2 activation, biochemical qHTS; response scale: 100% = 6.5 mM cAMP response. Potency, µM (doses to about 154 µM), without a hit: top-dose activation, actives largely listed as activators. actives 0.079% (n = 360,000). Q8WZA2; also: potency is read from the fitted curve at half-maximal effect; nearly all actives have a fitted effect of over 50% in size
Target sequence (Q8WZA2 whole entry, looked up): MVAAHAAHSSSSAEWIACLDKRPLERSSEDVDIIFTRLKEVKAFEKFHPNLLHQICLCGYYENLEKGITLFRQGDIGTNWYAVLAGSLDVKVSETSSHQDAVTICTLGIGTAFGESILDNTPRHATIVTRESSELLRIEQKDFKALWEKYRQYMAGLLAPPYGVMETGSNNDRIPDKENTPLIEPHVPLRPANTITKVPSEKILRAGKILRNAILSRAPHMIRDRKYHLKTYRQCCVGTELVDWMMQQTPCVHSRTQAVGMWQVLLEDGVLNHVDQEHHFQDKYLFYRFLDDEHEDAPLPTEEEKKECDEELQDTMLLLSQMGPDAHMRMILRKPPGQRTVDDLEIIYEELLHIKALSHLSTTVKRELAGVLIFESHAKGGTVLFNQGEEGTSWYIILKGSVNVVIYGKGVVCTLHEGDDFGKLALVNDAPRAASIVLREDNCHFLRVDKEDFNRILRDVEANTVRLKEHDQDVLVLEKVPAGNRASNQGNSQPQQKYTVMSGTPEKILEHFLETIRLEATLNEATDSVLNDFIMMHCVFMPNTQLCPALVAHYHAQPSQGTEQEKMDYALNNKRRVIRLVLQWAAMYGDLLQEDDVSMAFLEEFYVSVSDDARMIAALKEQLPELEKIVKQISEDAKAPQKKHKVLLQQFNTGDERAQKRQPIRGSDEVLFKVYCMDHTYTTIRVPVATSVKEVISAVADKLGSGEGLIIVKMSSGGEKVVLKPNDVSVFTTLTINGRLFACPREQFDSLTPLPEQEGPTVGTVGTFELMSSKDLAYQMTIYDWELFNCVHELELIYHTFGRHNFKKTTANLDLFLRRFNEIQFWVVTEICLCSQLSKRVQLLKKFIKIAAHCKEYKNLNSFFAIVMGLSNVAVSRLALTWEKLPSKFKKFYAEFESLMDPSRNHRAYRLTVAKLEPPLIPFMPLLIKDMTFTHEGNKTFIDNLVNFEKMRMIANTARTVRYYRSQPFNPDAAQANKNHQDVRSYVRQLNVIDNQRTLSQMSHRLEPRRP
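Compounds were added across a concentration range to EPAC2 (100 nM), RAP1B-BODIPY-GDP (250 nM) and GDP (50 uM). After 5 min at room temperature, fluorescence was recorded at 5-min intervals for 30 min.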
ATXN viability: reduces viability in counter-screen for ATXN expression inhibitors; S2 cells (HEK-293 line with an ATXN2-luciferase reporter) viability, CellTiter-Fluor protease fluorescence, 24 h; Potency, µM (doses to about 56.7 µM), usual class: cytotoxic; actives 0.49% (n = 400,000); AID 651635; also: potency is read from the fitted curve at half-maximal effect; nearly all actives have a fitted effect of over 40% in size
Nrf2 ARE act: Nrf2 pathway activation. Potency, µM (top dose mostly 46.1 µM), for inactives: at the highest dose activation, actives largely listed as activators. AREc32 ARE-luciferase reporter (MCF7-derived line), luminescence, 24 h. actives 0.31% (n = 410,000); also: potency is read from the fitted curve at half-maximal effect; % of control where 0% means no effect; nearly all actives have a fitted effect of over 65% in size
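ARE-driven firefly luciferase activity in AREc32 cells measured after a 24 hr compound exposure at 37 deg C, using Steady-Glo reagent and a 30 min room-temperature hold.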
A549 tox: A549 cytotoxicity, counter-screen for Nrf2 inhibitors. A549 ARE-Fluc cells, CellTiter-Fluor viability, 18-24 h. Potency, µM (highest dose often 46 µM), inactives show at the highest dose activity change, negative = cytotoxicity, hits mostly inhibitors. actives 0.16% (n = 390,000); also: potency is read from the fitted curve at half-maximal effect; % is scaled to controls: 0 for no effect and ±100 for the full control effect
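Cytotoxicity counterscreen: CellTiter-Fluor fluorescence was measured in A549 ARE_Fluc cells after 18-24 h of compound exposure in a concentration series. The subsequent BugLite luminescent read reports ARE-luciferase activity.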
Nrf2 block: blocks Nrf2 signaling; actives 2.1% (n = 360,000); A549 ARE-Fluc reporter, luciferase luminescence, 18-24 h; AID 504444; Potency, µM (doses to about 46 µM), without a hit: at the highest dose activity change, negative = inhibition, hits mostly inhibitors; also: potency is read from the fitted curve at half-maximal effect; % is scaled to controls: 0 for no effect and ±100 for the full control effect; nearly all actives have a fitted effect of over 60% in size
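A549 ARE_Fluc cells (5000/well, 5% FBS OPTI-MEM) pre-incubated 2 h, then treated with compounds 18-24 h at 37C/5% CO2 in concentration-response. CellTiter-Fluor viability read first; BugLite luciferase luminescence after 15 min at room temperature gives Nrf2 activity.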
TGFb SMAD3 inh: TGF-b pathway inhibition | HepG2 CAGA-GFP TGF-b/SMAD3 reporter, GFP fluorescence, 18 h; TGF-beta stimulated, 500 pg/mL final | Potency, µM (doses to about 46.1 µM), for inactives: top-dose activity, negative = inhibition, most hits filed as inhibitors | actives 1.2% (n = 410,000) | AID 588855; also: potency is read from the fitted curve at half-maximal effect; % is scaled to controls: 0 for no effect and ±100 for the full control effect; nearly all actives have a fitted effect of over 65% in size
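Read-out: total well GFP (ex488/em500-530) summed from mean per-cell fluorescence. Cells: HEPG2 CAGA-GFP, 1% FBS DMEM, 18 h at 37 degrees C with 500 pg/mL final TGF-beta. Unstimulated wells served as the full-inhibition control; stimulated DMSO wells = 0%.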
Active calls of the source: *; i = inactive; ? = inconclusive; . = no result given; [ ] = another dose, or the depositor's remark. Unless noted, calls follow the shape of the dose curve; as a rule, active = well fitted curve in the direction sought with a large enough effect; inconclusive = small, poorly fitted or top-dose-only effect, or another doubt; inactive = no such curve, though single readings can be large; an effect the other way counts as inactive or inconclusive.

Values run as follows: ATXN2 expr inh	IL-2 act	HepG2 tox	EPAC2 agonist	ATXN viability	Nrf2 ARE act	A549 tox	Nrf2 block	TGFb SMAD3 inh
> CC(C)(C)c1cc[n+](-c2[nH]c(=O)sc2/C=N/NC(=O)c2ccccc2[O-])cc1
→ -17.3%	-2.0	0.9%	2.5%	?	0.4%	-8.5%	5.2%	22.9%
> c1ccc(-c2cc3ccccc3cn2)cc1
→ 91.1%[activator]	0.3	-9.1%	8.4%	i	15.8%	-4.2%	?	3.9%
> CCN(CC)S(=O)(=O)c1ccc(C(=O)Nc2nnc(NC(=S)Nc3ccccc3)s2)cc1
→ 21.8%	-0.3	-14.0%	-9.5%	i	0.3%	-5.9%	?	-3.6%
> CCOc1ccc2nc(NS(=O)(=O)c3cccs3)sc2c1
→ 0.5%	0.6	-13.9%	0.5%	i	0.5%	-3.4%	?	-8.3%
> O=c1[nH]cncc1OCc1ccccc1
→ 7.7%	-0.2	8.3%	0.3%	i	0.5%	0.6%	2.9%	5.5%
> Cc1cccc(C(=O)NCC(=O)N2CCCCCCC2)c1
→ .	2.8	-4.4%	8.2%	i	4.3%	-0.2%	?	35.5%[activator]
> C=CCOc1ccc(C(=O)N(Cc2ccc(N(C)C)cc2)C2CCS(=O)(=O)C2)cc1 (stereo not given)
→ -2.7%	-0.3	-8.8%	2.0%	i	0.1%	0.4%	3.6%	-27.3%
> COC(=O)C(NC(=O)c1ccco1)(Nc1cc(C)ccn1)C(F)(F)F (stereo not given)
→ 3.1%	-0.6	3.16µM*	6.2%	i	3.2%	-7.5%	7.3%	14.4%
> Clc1cccc(CN2CCN(c3nc4nonc4nc3NC3CC3)CC2)c1
→ -12.0%	0.7	-3.5%	4.0%	i	2.7%	-2.6%	4.9%	-12.1%
> CC(C)Oc1cccc(C(=O)C2CCCN(C(=O)c3ccc4c(c3)OCO4)C2)c1 (stereo not given)
→ -13.7%	-2.3	-8.3%	7.9%	i	2.5%	-1.4%	-14.1%	-4.7%
> COc1cccc(NC(=O)CN(C)C(=O)c2cc(-c3ccccc3)nc3ccccc23)c1
→ -17.2%	-4.2	-26.4%	3.8%	i	2.6%	-2.7%	-17.0%	1.2%
> Cc1ccc(NC(=O)COC(=O)CCC2CCCC2)cc1S(=O)(=O)N1CCOCC1
→ 10.6%	0.6	-7.4%	-1.8%	i	4.1%	1.8%	-1.2%	34.8%[activator]
> CCOC(=O)CNC(=O)CSc1nnc(NC(=O)c2ccc(C)cc2)s1
→ ?	0.2	-11.2%	-3.2%	i	-0.7%	3.1%	?	5.5%
> CC(=O)c1cn(C)c(=O)[nH]c1=O
→ -22.2%	1.0	-9.9%	19.6%	i	0.2%	6.6%	-6.3%	-6.4%
> Cc1cccc(C(=O)N(Cc2nc(-c3ccc(Cl)cc3)no2)C(C)C)c1
→ ?	.	-7.6%	.	i	-1.9%	7.3%	.	?
> O=C(N/N=C/c1ccccn1)c1ccc2nc[nH]c2c1
→ 25.6%	5.5	-11.6%	7.0%	i	-0.4%	0.9%	-12.0%	4.3%
> CC(C)CCN1CCN(Cc2cnc(N3CCCC3)s2)CC1CCO (stereo not given)
→ 2.8%	-2.9	-11.0%	6.1%	?	0.2%	?	7.9%	-4.2%
> CCc1nnc(NC(=O)CSc2nc3cc(OC)ccc3cc2C)s1
→ -33.7%	0.9	2.8%	-5.3%	i	5.1%	-5.8%	-18.1%	0.3%
> O=C1OCCN1C(=O)[C@H]1[C@H](c2ccccc2)C(c2ccccc2)=NN1c1ccc(Br)cc1
→ -6.7%	1.5	-25.9%	7.5%	.	4.6%	2.5%	-18.1%	?
> COc1cccc(CNC(=O)c2ccc3oc(=O)n(Cc4ccccc4)c3c2)c1
→ -13.3%	.	0.6%	.	?	6.9%	0.0%	.	-25.2%
> c1ccc(-c2n[nH]c3c2CCC3)cc1
→ -4.3%	-0.5	-13.7%	4.1%	i	0.2%	-2.5%	-14.6%	0.4%
> CC(C)CN(C(=O)COC(=O)c1ccc2ccccc2n1)C1CCS(=O)(=O)C1 (stereo not given)
→ 35.6%	-6.3	-11.2%	-3.1%	i	-0.2%	-1.9%	8.4%	-6.4%
> O=S(=O)(NCCNc1nccc(C(F)(F)F)n1)c1ccccc1
→ 5.8%	-0.9	3.3%	-13.9%	i	-0.6%	5.6%	-18.9%	7.1%
> COc1ccc(S(=O)(=O)N2CCC(C(=O)NCc3ccco3)CC2)cc1
→ -0.9%	4.0	4.7%	-4.4%	?	-1.0%	-5.8%	9.2%	-17.7%
> CCN(CC)S(=O)(=O)c1ccc2oc(C(=O)N3CCOCC3)c(C)c2c1
→ 3.3%	1.9	4.8%	0.2%	i	-0.4%	-2.5%	-12.1%	-7.2%
> Cc1ccc(CCCNC(=O)C2CCC(=O)N(Cc3cccc(F)c3)C2)cc1 (stereo not given)
→ -8.6%	-2.0	-53.8%	1.2%	i	0.3%	2.1%	6.5%	-18.8%
> O=C(CCCn1c(=S)[nH]c2ccccc2c1=O)N1CCN(c2cccc(Cl)c2)CC1
→ .	-0.9	-6.1%	12.3%	.	-0.1%	-10.3%	-19.2%	?
> COc1ccc(C(=O)C(=NNc2ccccc2)c2ccc(OC)cc2)cc1
→ -20.2%	-0.8	-7.3%	9.7%	?	1.2%	-17.2%	-18.3%	22.5%
> CCn1cc(S(=O)(=O)c2ccc(C)cc2)c(=O)c2cc(F)c(N3CCCCCC3)cc21
→ .	.	6.9%	.	.	-0.3%	?	28.3%	2.0%
> COc1cccc(N(C(=O)Cn2nnc(-c3ccc(C)cc3)n2)C(C(=O)NC(C)(C)C)c2c[nH]c3ccccc23)c1 (stereo not given)
→ -1.5%	-0.7	-17.3%	3.1%	?	-0.6%	-11.4%	?	-6.0%

(next part)
Values run as follows: ATXN2 expr inh	IL-2 act	HepG2 tox	EPAC2 agonist	ATXN viability	Nrf2 ARE act	A549 tox	Nrf2 block	TGFb SMAD3 inh
> CCOC(=O)C(C)N1N=C(/C=C/c2ccc(OC)cc2)CCC1=O (stereo not given)
→ -2.0%	0.2	16.1%	-1.2%	i	-0.2%	2.3%	.	10.5%
> O=C(Cn1cc(S(=O)(=O)Cc2ccc(F)cc2)c2ccccc21)NCc1ccccc1Cl
→ .	.	-29.6%	.	.	0.4%	-0.6%	11.6%	0.0%
> CCOC(=O)c1c(C)c2c(=O)[nH]cnc2n1-c1ccccc1
→ .	0.8	3.8%	4.8%	i	0.3%	8.8%	?	-0.6%
> CN(c1ccc(C(=O)N/N=C/c2cccc([N+](=O)[O-])c2)cc1)S(=O)(=O)c1ccccc1
→ -33.7%	-0.3	-6.0%	-2.8%	i	6.7%	-5.4%	?	11.6%
> CCOC(=O)c1cc(C)sc1NC(=O)CN1CCN(C(=O)c2ccco2)CC1
→ -19.7%	1.7	-30.3%	8.9%	i	-0.2%	-7.2%	-19.4%	-17.6%
> Cc1cc(C)c2c(n1)SCC(=O)N2CC(=O)Nc1cccc(Cl)c1
→ 4.1%	-1.5	-15.3%	2.0%	i	0.6%	-10.7%	-15.8%	-2.8%
> Brc1ccc(-c2nnc3sc(CN4CCc5ccccc5C4)cn23)cc1
→ -5.1%	0.5	0.8%	1.8%	i	-0.4%	-0.1%	2.2%	3.2%
> CN(C)CCn1c2c(c(SCC(=O)N3CCc4ccccc43)nc1=O)CCCC2
→ -14.9%	1.1	-3.3%	1.1%	i	4.2%	-2.9%	-5.9%	2.9%
> CCOC(=O)C1CCN(C(=O)c2ccc3snnc3c2)CC1
→ -3.4%	-0.1	-3.8%	0.1%	i	0.0%	-4.1%	8.3%	18.3%
> CCOc1ccc(NC(=O)C2CCN(S(=O)(=O)c3ccc4c(c3)CC(C)N4C(C)=O)CC2)cc1 (stereo not given)
→ ?	-1.9	-15.9%	-2.2%	i	-0.2%	7.2%	?	-29.0%
> Cc1cc2c(cc1C)[n+](C)cn2CC(O)COCc1ccccc1 (stereo not given)
→ -7.3%	-1.7	-46.2%	13.0%	i	-0.1%	21.5%	9.0%	-13.2%
> Cc1ccccc1C(=O)NNS(=O)(=O)c1cccc([N+](=O)[O-])c1
→ 7.1%	1.0	-6.2%	0.6%	i	-1.6%	-1.1%	-26.3%	12.7%

Structures from the list above with an aryl methoxy group, in the order listed:
Values run as follows: ATXN2 expr inh	IL-2 act	HepG2 tox	EPAC2 agonist	ATXN viability	Nrf2 ARE act	A549 tox	Nrf2 block	TGFb SMAD3 inh
> COc1cccc(NC(=O)CN(C)C(=O)c2cc(-c3ccccc3)nc3ccccc23)c1
→ -17.2%	-4.2	-26.4%	3.8%	i	2.6%	-2.7%	-17.0%	1.2%
> CCc1nnc(NC(=O)CSc2nc3cc(OC)ccc3cc2C)s1
→ -33.7%	0.9	2.8%	-5.3%	i	5.1%	-5.8%	-18.1%	0.3%
> COc1cccc(CNC(=O)c2ccc3oc(=O)n(Cc4ccccc4)c3c2)c1
→ -13.3%	.	0.6%	.	?	6.9%	0.0%	.	-25.2%
> COc1ccc(S(=O)(=O)N2CCC(C(=O)NCc3ccco3)CC2)cc1
→ -0.9%	4.0	4.7%	-4.4%	?	-1.0%	-5.8%	9.2%	-17.7%
> COc1ccc(C(=O)C(=NNc2ccccc2)c2ccc(OC)cc2)cc1
→ -20.2%	-0.8	-7.3%	9.7%	?	1.2%	-17.2%	-18.3%	22.5%
> COc1cccc(N(C(=O)Cn2nnc(-c3ccc(C)cc3)n2)C(C(=O)NC(C)(C)C)c2c[nH]c3ccccc23)c1 (stereo not given)
→ -1.5%	-0.7	-17.3%	3.1%	?	-0.6%	-11.4%	?	-6.0%
> CCOC(=O)C(C)N1N=C(/C=C/c2ccc(OC)cc2)CCC1=O (stereo not given)
→ -2.0%	0.2	16.1%	-1.2%	i	-0.2%	2.3%	.	10.5%
